Bioassay records from PubChem BioAssay.
p-CIP stab down – p/CIP-EGFP fusion destabilizers, primary screen, fluorescence, F442A cells; Q05BA5; 16 h; decrease of EGFP signal, % at 10 µM; actives 0.01% (n = 290,000);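 active means EGFP signal decrease of at least 30% at 10 µM or well 3 SD below plate mean, unless failing retest; inactive means the rest, including hits failing retest or dose response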; further: some compounds called inactive have numbers as strong as hits; many of its hits are not listed in these tables
SUMO HTRF inh – inhibitors of in vitro SUMOylation cascade, primary screen, biochemical, HTRF, uHTS | SUMO-conjugating enzyme UBC9 (Homo sapiens), P63279 | HTRF SUMOylation assay, SAE1/SAE2 + UBC9 | inhibition, % at 35 µM | actives 0.36% (n = 290,000) | AID 2006, 2009; in the data active means inhibition above about 50%, passing the limit was not always enough; further: strong numbers were not always called active
FID counter – compounds displacing fluorescent DNA intercalator, primary screen, artefact control for HCV NS3 helicase inhibitor project, biochemical, FID fluorescence; inhibition, % at 7.9 µM; DNA fluorescent intercalator displacement; actives 0.17% (n = 290,000); AID 1845, 2009; in the data active means inhibition above about 37%;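 further: 0% = vehicle and 100% = reference compound; higher means more ethidium bromide displaced from hairpin DNA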
IMP-1 inh – IMP-1 metallo-beta-lactamase inhibitors, primary screen, biochemical, epi-absorbance readout, Pseudomonas aeruginosa enzyme; purified IMP-1, nitrocefin hydrolysis, epi-absorbance fluorescence; AID 1556, 2009; metallo-beta-lactamase IMP-1 (Pseudomonas aeruginosa); actives 0.45% (n = 290,000); inhibition, % at 5.6 µM;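 active means inhibition above the mean plus 3 SD of all compounds in the same screening run, cut at about 4.5% in these data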;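 further: 0% = IMP-1 with DMSO and 100% = DMSO wells lacking enzyme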
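Material – recombinant IMP-1 enzyme, purified · Amount – IMP-1 0.2 nM before substrate addition · Medium – HEPES buffer pH 7.1 with ZnSO4 and Brij 35 · Timing – 25 °C, 15 min preincubation, 25 min reaction · Measured by – plate fluorescence quenching by hydrolysis product, ex 480/em 530 nm · Read-out – percent enzyme inhibition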
VIM-2 inhibitor – VIM-2 metallo-beta-lactamase inhibitors, primary screen, biochemical, epi-absorbance readout, Pseudomonas aeruginosa enzyme | inhibition, % at 5.6 µM | AID 1527, 2009 | purified VIM-2, nitrocefin hydrolysis, epi-absorbance fluorescence | actives 0.89% (n = 290,000);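 active means inhibition above the mean of all tested compounds plus 3 SD, cutoff set per screening run, cut at about 7.5% in these data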;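 further: red hydrolysis product quenches plate fluorescence so inhibitors raise well fluorescence; 0% = enzyme with DMSO and 100% = DMSO without enzyme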
NS3 helicase inh – inhibitors of HCV NS3 helicase, primary screen, biochemical, Cy5 molecular beacon fluorescence | NS3 helicase DNA unwinding | inhibition, % at 10.9 µM | actives 0.56% (n = 290,000);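 active means inhibition above the mean of all tested compounds plus 3 SD, set per campaign, cut at about 35% in these data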;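 further: 0% = DMSO wells and 100% = thioflavine S control wells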
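Compound dosing – single dose, 10.9 µM nominal final, DMSO 0.8% final · System – NS3 helicase fragment of HCV · Buffer or medium – MOPS pH 6.5, MgCl2, DTT, Tween20, BSA · Signal – Cy5 beacon fluorescence read at start and 1 h · Also added – annealed dual-labelled DNA beacon duplex, ATP-started · Schedule – 1 h at 25 °C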
IDE cell inh – human IDE inhibitors in live cells, primary screen, fluorescence polarization, HEK cells, FAbetaB substrate. FAbetaB cleavage. inhibition, % at 5.59 µM. actives 0.41% (n = 320,000). AID 434962, 2010;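 active means percent inhibition above the average of all tested compounds plus 3 SD, set per screening campaign, cut at about 16% in these data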;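 further: IDE supplied by intact live HEK cells; FP after avidin binding of uncleaved biotin substrate so inhibition keeps polarization high; 0% = DMSO wells and 100% = 60 µM reference IDE inhibitor Ii1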
Target sequence (P14735 whole entry, looked up): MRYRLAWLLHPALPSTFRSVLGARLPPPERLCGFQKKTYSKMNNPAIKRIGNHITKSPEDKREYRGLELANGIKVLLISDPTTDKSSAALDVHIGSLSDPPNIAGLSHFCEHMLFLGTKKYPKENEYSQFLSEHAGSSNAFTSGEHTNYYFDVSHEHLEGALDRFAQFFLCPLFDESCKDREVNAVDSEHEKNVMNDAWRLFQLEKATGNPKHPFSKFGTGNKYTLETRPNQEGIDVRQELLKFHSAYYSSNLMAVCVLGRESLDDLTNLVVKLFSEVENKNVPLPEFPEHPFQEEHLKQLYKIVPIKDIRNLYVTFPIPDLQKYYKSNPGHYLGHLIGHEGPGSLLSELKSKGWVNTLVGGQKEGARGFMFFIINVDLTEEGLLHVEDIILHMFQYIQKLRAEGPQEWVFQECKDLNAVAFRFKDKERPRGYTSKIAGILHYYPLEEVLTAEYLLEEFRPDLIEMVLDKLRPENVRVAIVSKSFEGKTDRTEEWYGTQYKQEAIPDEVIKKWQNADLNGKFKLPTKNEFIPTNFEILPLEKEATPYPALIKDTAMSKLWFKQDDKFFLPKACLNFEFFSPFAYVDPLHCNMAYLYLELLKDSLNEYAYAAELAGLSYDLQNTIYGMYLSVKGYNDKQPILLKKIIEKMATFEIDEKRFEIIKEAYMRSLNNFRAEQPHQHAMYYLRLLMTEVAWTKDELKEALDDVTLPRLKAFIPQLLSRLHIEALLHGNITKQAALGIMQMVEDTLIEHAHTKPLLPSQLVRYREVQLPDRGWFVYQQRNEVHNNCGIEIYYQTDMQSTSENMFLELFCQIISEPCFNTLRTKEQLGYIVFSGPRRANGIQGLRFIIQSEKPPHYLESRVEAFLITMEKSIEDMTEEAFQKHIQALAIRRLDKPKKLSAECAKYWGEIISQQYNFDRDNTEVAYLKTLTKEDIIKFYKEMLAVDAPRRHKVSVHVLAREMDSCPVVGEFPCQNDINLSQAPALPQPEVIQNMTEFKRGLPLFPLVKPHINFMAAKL
M18AAP inhibitor – PfM18AAP inhibitors, malaria aminopeptidase, primary screen, biochemical, QFRET, recombinant enzyme. M18 aspartyl aminopeptidase (Plasmodium falciparum 3D7). H-Glu-NHMec fluorogenic cleavage. inhibition, % at 7.35 µM. actives 1.2% (n = 290,000). AID 1822, 2009;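 active means inhibition above the campaign mean inhibition over all tested compounds plus 3 SD, cut at about 28% in these data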;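 further: 0% = plate median of test compound wells and 100% = 2 mM ZnCl2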
IDE cell activ – human IDE activators in live cells, primary screen, fluorescence polarization, HEK cells, FAbeta-B substrate; Insulin-degrading enzyme (Homo sapiens), P14735; FAbeta-B cleavage; 0% vehicle, 100% cell-free pure enzyme wells; activation, % at 5.96 µM; actives 0.073% (n = 340,000);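 active means activation above the mean of all tested compounds plus 3 SD, set per screening campaign, cut at about 17% in these data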
An asterisk follows results filed as active; nt = not tested or not shown.

cpd | SMILES | p-CIP stab down | SUMO HTRF inh | FID counter | IMP-1 inh | VIM-2 inhibitor | NS3 helicase inh | IDE cell inh | M18AAP inhibitor | IDE cell activ
1 | N#C/C(=C/c1cn[nH]c1-c1cccc(Br)c1)C(=O)O | -4 | 8 | 0 | -1.4 | -0.5 | 0 | -1 | 3 | -3
2 | COc1ccccc1N1CCN(S(=O)(=O)c2ccccc2)CC1 | 0 | -10 | -9 | -0.4 | -3.7 | 0 | -4 | -10 | -1
3 | Cc1ccc2cc(CN(CCN(C)C)C(=S)Nc3ccccc3)c(=O)[nH]c2c1C | 0 | 12 | 10 | -2.2 | -2.3 | -3 | -1 | -3 | 5
4 | CN(C)S(=O)(=O)c1ccc(C(=O)OCCn2cnc3c2c(=O)n(C)c(=O)n3C)cc1 | 5 | 9 | -2 | -3.5 | -3.5 | -6 | -5 | -4 | 0
5 | COc1ccc(-c2cccc(C3CC=CC4C3C(=O)N(Cc3ccccc3)C4c3ccc(OC)c(Cl)c3)c2)cc1 (stereo unspecified) | 7 | -4 | nt | nt | nt | nt | -1 | nt | -5
6 | O=[N+]([O-])c1cnccc1Nc1cccc(F)c1 | -11 | 13 | 5 | -3.6 | -4.0 | -3 | 2 | -1 | 5
7 | COc1cc(C(C)=O)ccc1Oc1ncccn1 | 0 | 3 | -4 | -1.7 | -4.1 | 3 | 2 | 4 | 5
8 | CC(C)Cc1cc(C(=O)Nc2ccc3c(c2)OCO3)no1 | 11 | -24 | -9 | -0.4 | -1.7 | -3 | 4 | -6 | 2
9 | Cc1ncc([N+](=O)[O-])n1CCOC(=O)c1ccc(Cl)cc1Cl | -2 | -11 | -2 | -2.8 | 9.7* | 4 | 3 | -2 | 4
10 | O=C(CSc1nc2ccccc2c(=O)n1CCCN1CCOCC1)c1c[nH]c2ccccc12 | -11 | -22 | 20 | -1.5 | 0.9 | -50 | 2 | -5 | -1
11 | Cc1ncc(CO)c2cc(S(=O)(=O)c3ccc(F)cc3)c(=O)oc12 | -3 | 19 | 4 | -2.7 | -3.2 | 7 | 3 | 5 | 4
12 | COc1ccccc1/C=C/C=N/n1c(C2CCCCC2)n[nH]c1=S | 8 | -12 | -24 | -1.1 | -2.2 | 1 | -3 | 5 | 6
13 | N#CC1=C(N)N(c2ccccc2)C2=C(C(=O)CCC2)C1c1cccs1 (stereo unspecified) | -8 | 22 | -13 | -2.2 | -6.1 | 19 | 6 | 29* | -1
14 | COC(=O)c1ccc2c(c1)S(=O)(=O)NC(=NCCCN1CCOCC1)S2 | -4 | 11 | 3 | -0.4 | -2.1 | 12 | 1 | 0 | 2
15 | O=C(NCC(c1cccs1)N1CCOCC1)c1ccc([N+](=O)[O-])cc1 (stereo unspecified) | 9 | 4 | 2 | 0.6 | -1.4 | -1 | 4 | -1 | 3
16 | COC(=O)c1ccccc1NS(=O)(=O)c1ccc2[nH]c(=O)[nH]c2c1 | -10 | 1 | -9 | -2.2 | -2.6 | -13 | -4 | 0 | 0
17 | O=C1CN(C(=O)NCC(=O)N[C@H](Cc2ccccc2)C(=O)O)c2ccccc2N1 | -4 | 0 | -4 | -3.1 | -2.4 | -9 | -1 | 4 | 2
18 | O=C(C1CCCN(S(=O)(=O)c2cc(Cl)ccc2Cl)C1)N1CCOCC1 (stereo unspecified) | -2 | 1 | -29 | -0.9 | -0.5 | -6 | -1 | -15 | 1
19 | COc1cc2c(cc1OC)C(c1cccs1)N(C(=S)NC(C)C)CC2 (stereo unspecified) | -16 | 0 | -21 | -1.6 | 1.0 | -1 | -3 | 5 | -1
20 | Cc1ccc(CNC(=O)CCNS(=O)(=O)c2ccc(Br)s2)cc1 | 0 | -3 | -23 | -1.7 | -1.2 | -9 | -1 | 4 | 3
21 | O=C(NC1CCS(=O)(=O)C1)Oc1ccccc1 (stereo unspecified) | -3 | 12 | 3 | 0.7 | -2.8 | 0 | 1 | 4 | -3
22 | Cc1ccc(NC(=O)CCC(=O)n2nc(C)cc2C)c(C)c1 | 1 | 10 | -3 | -6.3 | -3.7 | 6 | -1 | -13 | 4
23 | COC(=O)c1ccc(C(=O)Nc2ccc(N)cc2N)cc1 | -5 | 30 | 2 | -4.1 | -2.6 | 1 | 4 | 3 | -3
24 | COc1cc(-c2ccc(NC(=O)CN3CCCCC3)c(OC)c2)ccc1NC(=O)CN1CCCCC1 | nt | nt | -2 | -2.8 | -2.9 | -12 | nt | 14 | nt

Entries of single compounds as entered above. Order of screens: p-CIP stab down, SUMO HTRF inh, FID counter, IMP-1 inh, VIM-2 inhibitor, NS3 helicase inh, IDE cell inh, M18AAP inhibitor, IDE cell activ
COC(=O)c1ccc2c(c1)S(=O)(=O)NC(=NCCCN1CCOCC1)S2 as listed: -4, 11, 3, -0.4, -2.1, 12, 1, 0, 2
N#C/C(=C/c1cn[nH]c1-c1cccc(Br)c1)C(=O)O as listed: -4, 8, 0, -1.4, -0.5, 0, -1, 3, -3

(continued)
cpd | SMILES | p-CIP stab down | SUMO HTRF inh | FID counter | IMP-1 inh | VIM-2 inhibitor | NS3 helicase inh | IDE cell inh | M18AAP inhibitor | IDE cell activ
25 | Cc1ccc(C)c(OCC(=O)N/N=C/c2ccsc2)c1 | -3 | 7 | -3 | -1.6 | -2.4 | 5 | 7 | -8 | 0
26 | COc1ccc(NC(=O)c2cccs2)cc1OC | 7 | -2 | 2 | -2.0 | 3.3 | 10 | -3 | -1 | 4
27 | CCS(=O)(=O)c1ccc2oc(SCC(=O)N3CCCCC3)nc2c1 | 11 | -3 | -8 | -1.4 | 0.7 | -4 | 6 | 3 | 3
28 | CCOC(=O)c1c(NC(=O)Cn2nc(C(=O)O)c3ccccc3c2=O)sc2c1CCC(C)C2 (stereo unspecified) | -2 | -8 | -7 | -1.4 | -0.8 | 6 | 0 | 2 | -3
29 | CC1(CCc2ccc(O)cc2)NC(=O)NC1=O (stereo unspecified) | -14 | 13 | -2 | -3.4 | -2.4 | -1 | -2 | 0 | -1
30 | CCOc1ccc(/C=C(\C#N)C(=O)Nc2cccnc2)cc1 | 8 | -1 | -3 | -3.6 | -3.7 | 3 | -1 | 0 | -6
31 | CC(C)C(=O)Nc1ccccc1N1CCN(C(=O)c2ccccc2)CC1 | 1 | 6 | -10 | -0.6 | -0.1 | -4 | 4 | -4 | -1
32 | CCOC(=O)C1CCN(C(=S)Nc2ccc(S(N)(=O)=O)cc2)CC1 | -16 | 16 | -8 | -3.0 | -1.6 | 15 | 3 | 14 | 2
33 | COC(=O)C1(CO)NC(c2cccs2)C2C(=O)N(c3ccccc3)C(=O)C21 (stereo unspecified) | 13 | -5 | -2 | -3.9 | -1.4 | 10 | 1 | 2 | 0
34 | COc1cc(C(=O)NC2(C(F)(F)F)NC(=O)N(CCCc3ccccc3)C2=O)cc(OC)c1OC (stereo unspecified) | 4 | -12 | -20 | -0.6 | -1.0 | -15 | 14 | 1 | -15
35 | Cc1ccc(CN2CCNC(=O)C2CC(=O)N(C)C(C2CC2)C2CC2)o1 (stereo unspecified) | -8 | -47 | -14 | -2.5 | -3.5 | 4 | 3 | 3 | 2
36 | COc1ccc(S(=O)(=O)NC2CCCC2)cc1Cl | -416 | 6 | -6 | -1.2 | 0.1 | 4 | -1 | 0 | 1
37 | Cc1ccc(C)c(OCCCNC2CCCC2)c1C | 3 | -23 | 14 | 0.1 | -1.2 | -10 | 2 | 2 | 3
38 | O=C(N/N=C/c1ccco1)/C(=C/c1cccc([N+](=O)[O-])c1)NC(=O)c1ccccc1 | -8 | 33 | 1 | 0.0 | -3.3 | -4 | 5 | -10 | -4
39 | CCOC(=O)C1=C(N)Oc2c(oc(CO)cc2=O)C1c1ccccc1 (stereo unspecified) | -12 | 10 | -17 | -1.9 | 2.2 | -5 | 7 | -1 | -6
40 | O=S(=O)(NCC1CCCO1)c1ccccc1F (stereo unspecified) | -18 | 16 | -2 | -2.9 | -3.2 | 5 | 1 | 3 | 2
41 | NC(=O)Cn1cc(C(=O)COc2ccccc2)c2ccccc21 | -5 | -3 | 2 | 0.0 | 0.6 | -6 | 0 | -12 | nt
42 | O=C1CC2CS(=O)(=O)CC2N1c1ccc(Oc2ccccc2)cc1 (stereo unspecified) | 0 | -3 | 0 | -1.0 | -0.1 | 4 | 0 | -4 | -1
43 | COc1ccc(Oc2cccc(Cl)c2CNC(=O)CCC(=O)O)cc1 | 10 | 2 | -17 | -2.1 | -2.4 | -1 | 1 | 0 | 11
44 | CCOc1ccccc1NC(=O)C1C2CCC(O2)C1C(=O)O (stereo unspecified) | -12 | 4 | 3 | -0.7 | -0.8 | 6 | 0 | 2 | 9
45 | Cc1ccc(CN2CCN(Cc3ccc(C)s3)CC2CCO)cc1 (stereo unspecified) | 8 | 13 | 2 | -0.6 | -1.1 | 6 | 6 | -6 | 12
46 | CCOC(=O)C1=C(C)N=C2SC(C)C(=O)N2C1c1ccc(OCC)c(OCC)c1 (stereo unspecified) | -7 | -17 | -34 | -3.0 | -3.6 | 5 | -4 | 1 | 9
47 | CN(C)C=NC(=O)c1cc(C(=O)c2ccccc2Cl)c[nH]1 | -8 | 17 | -3 | -0.8 | -0.8 | 7 | 4 | -2 | -6
48 | CN(C)/C=C(\C#N)C(=O)Nc1ccc(F)cc1 | -14 | 13 | -2 | 1.7 | -0.1 | 0 | -2 | 11 | 2
49 | COc1cccc(-n2c(Cc3cc(=O)[nH]c(=O)[nH]3)nnc2SCC(=O)N2CCCCC2)c1 | -12 | 10 | -11 | -2.2 | -3.6 | 5 | 0 | -4 | -5
50 | O=C(c1ccc(F)cc1)C1CCN(Cc2cn[nH]c2-c2ccc(F)cc2)CC1 | 2 | 0 | -2 | -0.5 | -1.6 | 2 | 3 | -3 | 0
51 | Cc1ccc(-n2c(SCC(N)=O)nnc2-c2cccnc2)c(C)c1 | 0 | 19 | -6 | -2.4 | -2.2 | 8 | 0 | -9 | -5
52 | Cc1ccc(NC(=O)CN2CCC(NC(=O)Cc3ccccc3)CC2)c(C)c1 | -3 | 4 | -12 | -3.4 | -4.1 | -8 | 1 | 7 | 0
53 | COC(=O)c1ccc(NCCc2csc(-c3ccc(C)cc3)n2)c([N+](=O)[O-])c1 | -5 | -9 | 1 | -1.4 | -4.5 | 1 | 4 | -9 | 2
54 | CC(C)C(NC(=O)Nc1ccccc1)C(=O)Nc1cccc(S(=O)(=O)N(C)C)c1 (stereo unspecified) | 2 | -7 | -17 | -1.6 | -1.7 | 1 | 0 | 6 | 5
55 | Cc1ccccc1-n1c(C)n[nH]c1=S | -8 | 5 | -2 | -2.8 | 5.0 | 5 | 0 | 10 | 4
56 | CCCCc1nn(-c2cc(Cl)ccc2OC)c2c1C(=O)CCC2 | -9 | -14 | -23 | -2.8 | -2.5 | -9 | -1 | 2 | 8
